# Bioassay records: PubChem BioAssay, National Center for Advancing Translational Sciences (NCATS)
# HCV inhibitor: qHTS Assay for Inhibitors of Hepatitis C Virus (HCV). Huh7.5.1 HCVcc-Cre infection, luciferase reporter, 44 h. AID 651820, 2012. Potency, µM (highest dose often 41.8 µM), for inactives: at the top dose activity change, negative = inhibition, most hits filed as inhibitors. 3.4% of 340,000 active
#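 Luciferase read-out (15 sec integration) after a 15 min room-temperature substrate step quantifies HCVcc-Cre infection. Cells, 1,000 per well, had compound added 4 h post-plating, then virus at ~0.5 moi, and were cultured 44 h.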
# Tb PYK inh: qHTS of Trypanosoma Brucei Inhibitors. Potency, µM (highest dose often 76.8 µM), without a hit: at the highest dose activity, negative = inhibition, actives largely listed as inhibitors. 0.12% of 410,000 active. TbPYK enzyme, Kinase-Glo Plus ATP luminescence, 45 min; note: nearly all actives have a fitted effect of over 50% in size
#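 Assay buffer: 50 mM TEA pH 7.2, 100 mM KCl, 10 mM MgCl2, 0.05% BSA, 0.01% Tween-20. Pyruvate kinase from T. brucei plus substrate met compound, then ADP (130 uM final). Luminescence was read post 45 min RT.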
# Pf growth 48h: Primary qHTS for delayed death inhibitors of the malarial parasite plastid, 48 hour incubation; P. falciparum luciferase growth in erythrocytes, 48 h; Potency, µM (doses to about 28.7 µM), for the others: at the top dose activity change, negative = inhibition, actives largely listed as inhibitors; 5.9% of 310,000 active; AID 504832, 2011
#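 Parasite viability was followed by luminescence of a genomically integrated firefly luciferase. Cultures held 0.1% parasitemia at 2% hematocrit (final), incubated under 5% CO2 at 37 C.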
# Pf growth 96h: Primary qHTS for delayed death inhibitors of the malarial parasite plastid, 96 hour incubation; P. falciparum luciferase reporter growth, 96 h; Potency, µM (top dose mostly 28.7 µM), for the others: top-dose activity change, negative = inhibition, usual class: inhibitors; 6.9% of 320,000 active; AID 504834, 2011
#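 Parasite growth measured via integrated firefly luciferase reporter in P. falciparum. Infected erythrocytes at 2% hematocrit, 0.05% parasitemia final were treated 96 hours at 37 C under 5% CO2, and luminescence was read.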
# An asterisk follows results filed as active; ? = inconclusive; . = no result given; & = joins results of further samples; [ ] = another dose, or the depositor's remark. Calls come from the whole dose curve; as a rule, active = well fitted curve in the direction sought with a large enough effect; inconclusive = small, poorly fitted or top-dose-only effect, or another doubt; inactive = no such curve, though single readings can be large; an effect the other way counts as inactive or inconclusive. % is set by controls: 0 for no effect and ±100 for the full control effect; potency is the fitted concentration of half-maximal effect. This is a subset; count on the stated rates, not on these rows.
entry	Structure	HCV inhibitor	Tb PYK inh	Pf growth 48h	Pf growth 96h
1	COC(=O)C(C)Sc1nc2c(c(-c3ccc(OC)cc3)c1C#N)-c1ccccc1C2=O (stereo unspecified)	-19%	.	.	.
2	CC(C)CC1NC(=O)c2ccc(Cl)cc2-n2c1nc1cc(F)ccc1c2=O (stereo unspecified)	?	.	.	.
3	COc1ccc(NS(=O)(=O)c2ccc(NN=Cc3ccc(C(=O)O)cc3)c([N+](=O)[O-])c2)cc1	12%	.	.	.
4	O=C1NC(Cc2ccc(O)cc2)c2nc3ccccc3c(=O)n2-c2ccccc21 (stereo unspecified)	18%	.	.	.
5	COc1cc(S(=O)(=O)N2CCN(Cc3ccc4c(c3)OCO4)CC2)ccc1NC(C)=O	-5%	.	.	.
6	O=C1NC(Cc2ccccc2)c2nc3ccc(Cl)cc3c(=O)n2-c2ccccc21 (stereo unspecified)	12%	.	.	.
7	O=C(O)c1cccc(-c2noc(-c3ccccc3F)n2)c1	.	.	0.3µM*	?
8	Cc1cc2c(s1)c1c(C)nn(Cc3ccc(F)cc3)c(=O)c1n2C	.	.	0%	14%
9	O=c1c2ccccc2nc2sc(Nc3ccc(Br)cc3)nn12	.	.	?	?
10	NC(=O)C1CCN(c2nc(-c3ccccc3[N+](=O)[O-])cs2)CC1	.	.	9%	0%
11	O=S(=O)(NC[C@@H]1CCC[C@H](CNS(=O)(=O)c2c(F)cccc2F)C1)c1ccc2c(c1)OCCO2	.	.	8.3µM*	?
12	N#Cc1ccccc1-c1csc(N2CCC(C(N)=O)CC2)n1	.	.	9%	7%

# Next section
entry	Structure	HCV inhibitor	Tb PYK inh	Pf growth 48h	Pf growth 96h
13	O=C(O)c1cccc(-c2nc(-c3ccccc3C(F)(F)F)no2)c1	.	.	4.1µM*	?
14	Cc1cccc(-c2csc(N3CCC(C(N)=O)CC3)n2)c1	.	.	?	14%
15	CCOC(=O)c1nn(-c2ccccc2)c(=O)c2c(N)sc(C)c12	.	.	?	?
16	CN1CCN(c2ccc(-c3cc(O)c4ncccc4c3)cc2)CC1	.	.	2.6µM*	2.6µM*
17	N#Cc1ccc(-c2csc(N3CCC(C(N)=O)CC3)n2)cc1	.	.	-24%	4%
18	NC(=O)C1CCN(c2nc(-c3cccc(F)c3)cs2)CC1	.	.	?	18%
19	O=S(=O)(c1ccc2c(c1)OCCO2)C1CCC(O)CC1 (stereo unspecified)	.	.	17%&2%	-4%&17%
20	Cn1ccc2cc(-c3ccc4ncnc(NCc5ccc6c(c5)OCO6)c4c3)ccc21	.	.	13µM*	?
21	COC(C(=O)C(O)C(C)O)C1Cc2cc3cc(OC4CC(OC5CC(O)C(O)C(C)O5)C(O)C(C)O4)c(C)c(O)c3c(O)c2C(=O)C1OC1CC(OC2CC(OC3CC(C)(O)C(O)C(C)O3)C(O)C(C)O2)C(O)C(C)O1 (stereo unspecified)	.	.	0.06µM*	1.9µM*
22	O=c1c2ccccc2nc2sc(Nc3cccc4ccccc34)nn12	.	.	-11%	?
23	Cc1cc2c(s1)c(C=O)c(C(=O)NCc1ccccc1F)n2C	.	.	?	-21%
24	O=C(O)c1ccccc1-c1noc(-c2ccccc2F)n1	.	.	?	?

# Continuation.
entry	Structure	HCV inhibitor	Tb PYK inh	Pf growth 48h	Pf growth 96h
25	NC(=O)c1ccccc1-c1noc(-c2ccccc2F)n1	.	.	?	?
26	Fc1cccc(CNc2ncnc3ccc(-c4cccc(Cl)c4)cc23)c1	.	.	6.6µM*	2.9µM*
27	NC(=O)C1CCN(c2nc(-c3ccc4c(c3)OCO4)cs2)CC1	.	.	?	?
28	O=c1c2ccccc2sc2c(CO)ccc(NCCN3CCCCC3)c12	?	-3%	.	.
29	Oc1c(CN2CCOCC2)cc(CN2CCOCC2)cc1CN1CCOCC1	18%	-6%	.	.
30	COc1ccc(NC(=O)C2CC3CCC2C3)c(OC)c1 (stereo unspecified)	6%	6%	.	.
31	Cc1ccc(NC(=O)c2nc[nH]c2C(=O)NC2CCN(C(=O)OC(C)(C)C)CC2)cc1	3%	0%	.	.
32	Cc1ccc(-n2ncc3c(=O)[nH]c(SCC(=O)N4CC(=O)Nc5ccccc54)nc32)cc1	9%	5%	.	.
33	C[C@H](CO)N1C[C@H](C)[C@@H](CN(C)S(=O)(=O)c2cccs2)Oc2ccc(NC(=O)C3CC3)cc2C1=O	6%	1%	.	.
34	CCCCN1C(N)=NC[C@@H]1CCCCN	7%	-3%	.	.
35	CC(C)(C(=O)c1ccccc1)/[N+]([O-])=C/c1ccc(F)cc1	-6%	-6%	.	.
36	O=[N+]([O-])c1cccc(C=NN2CCCCCC2)c1	?	-6%	.	.

# Going on with the list:
entry	Structure	HCV inhibitor	Tb PYK inh	Pf growth 48h	Pf growth 96h
37	C=CCOc1cccc(C(=O)N2CCCC(Nc3ccc(F)cc3)C2)c1 (stereo unspecified)	-20%	1%	.	.
38	CC(C)(C)OC(=O)N(CCc1ccccc1)Cc1cccc(OCc2cccc(NC(=O)C3CC3)c2)c1	?	4%	.	.
39	Cn1cncc1C#Cc1c(-c2ccc(S(C)(=O)=O)cc2)sc2ccccc12	4%	1%	.	.
40	O=C(O)C(Cc1ccccc1N(CCO)CCO)N1C(=O)c2ccccc2C1=O (stereo unspecified)	12%	-2%	.	.
41	NNC(=O)C1CCN(S(=O)(=O)c2ccc(Cl)cc2)CC1	7%	-8%	.	.
42	O=C(CCc1nc2ccccc2c(=O)[nH]1)NCCN1C(=O)S/C(=C\c2ccc(OC(F)F)cc2)C1=O	?	-4%	.	.
43	COc1cc(CC2C(=O)OCC2C(=O)c2ccc3c(c2)OCO3)cc(OC)c1OC (stereo unspecified)	25%	-3%	.	.
44	COc1ccc(OC)c(C(=O)C(=O)c2cc(OC)ccc2OC)c1	?	-5%	.	.
45	COC(=O)C1=C(c2cc3ccccc3s2)C[C@@H]2CC[C@H]1N2C(=O)NCC1CC1	?	-5%	.	.
46	O=C1OC(c2ccccc2)(c2ccccc2)c2ccccc21	-12%	1%	.	.
47	Cc1ccc(CC(NC(=O)c2ccc(C)cc2)C(=O)O)cc1 (stereo unspecified)	35%[activator]	-1%	.	.
48	O=C(CSc1n[nH]c(=O)[nH]c1=O)Nc1c(Cl)cc(Cl)cc1Cl	-21%	-6%	.	.

# More structures follow:
entry	Structure	HCV inhibitor	Tb PYK inh	Pf growth 48h	Pf growth 96h
49	COc1cc(OC)nc(Oc2ccccc2/C=N/O)n1	?	-7%	.	.
50	CC(C)(C)[C@@H]1COC(=O)[C@H](Cc2ccc(F)cc2)CC/C=C\C[C@H](CC(=O)N(CCO)Cc2ccccc2)C(=O)N1	?	-2%	.	.
51	O=C1CSCc2nc3ccccc3n21	4%	-13%	.	.
52	Cc1ccc(C(=O)N2[C@@H]3CN(C)C(=O)[C@@]2(C)[C@H]2C(=O)N(C)C(=O)[C@@H]32)cc1	4%	-7%	.	.
53	CN(CC(=O)Nc1ccccc1Br)C(=O)CN1CCN(Cc2cccc(Cl)c2)CC1	?	-12%	.	.
54	CCn1c(SCc2ccccc2)nc2ccccc2c1=O	14%	-6%	.	.
55	O=Nc1c(O)[nH]c2ccc(Cl)c(Cl)c12	-10%	-3%	.	.
56	CC1c2ccccc2-n2nncc2CN1C (stereo unspecified)	-2%	0%	.	.
57	Cc1cccc(C(=O)NNC(=O)c2ccco2)c1O	1%	1%	.	.
58	Nc1nc(N)nc(-c2ccc([N+](=O)[O-])o2)n1	?	0%	.	.
59	COc1ccc(CNC(=O)C2(CC3CC(c4ccccc4)=NO3)CCN(C(=O)c3cccc(O)c3)CC2)cc1 (stereo unspecified)	-12%[8.37 µM]	4%	.	.
60	COc1cc(CCNC2=CC(=O)c3ncccc3C2=O)ccc1O	?	-13%	.	.

# More structures:
entry	Structure	HCV inhibitor	Tb PYK inh	Pf growth 48h	Pf growth 96h
61	O=C1C(=NO)CC(c2ccccc2)N1c1ccccc1 (stereo unspecified)	-17%	-5%	.	.
62	CCCS(=O)(=O)Nc1ccc(Nc2c3ccccc3nc3ccccc23)c(OC)c1	?	-10%	.	.
63	C=CCNC(=O)c1ccc2nc(Cc3ccc(OC)cc3)oc2c1	12%	21%	.	.
64	C[C@H](CO)N1C[C@H](C)[C@@H](CN(C)S(=O)(=O)c2ccc(F)cc2)Oc2ccc(NC(=O)C3CCCCC3)cc2C1=O	-28%	5%	.	.
65	CC(=O)Nc1ccc2c(c1)C(=Nc1ccccc1)c1ccccc1-2	?	0%	.	.
66	CCN(C[C@H]1N[C@@](C)(C(=O)OC)[C@H]2C(=O)N(Cc3ccccc3)C(=O)[C@@H]12)S(=O)(=O)c1ccc(C)cc1	-3%	1%	.	.
67	Cc1csc(=O)n1CCC(=O)NCc1ccc(F)cc1	-14%	8%	.	.
68	CC1CN(Cc2ccccc2)C(=O)N(c2ccccc2)C1=O (stereo unspecified)	12%	0%	.	.
69	O=C(COC(=O)c1ccc(O)cc1O)c1ccc2c(c1)OCCO2	-6%	0%	.	.
70	CCCCn1c(N)c(N(C)C(=O)c2cc3c(F)cccc3s2)c(=O)[nH]c1=O	3%	-4%	.	.
71	CC(C)Cn1c(N)c(C(=O)COC(=O)c2cc(S(=O)(=O)N3CCOCC3)ccc2Br)c(=O)n(C)c1=O	?	-4%	.	.
72	Cc1ccsc1C(=O)N1CCN(c2ncc(C(F)(F)F)cc2Cl)CC1	?	10%	.	.

# Other entries
entry	Structure	HCV inhibitor	Tb PYK inh	Pf growth 48h	Pf growth 96h
73	Nc1c2c(=O)[nH]c(O)cc2nn1-c1ccccc1	7%	-3%	.	.
74	O=S(=O)(c1ccccc1)C1Cc2ccccc2C1Cl (stereo unspecified)	0%	3%	.	.
75	O=C(Nc1ccc(S(=O)(=O)N2CCCCC2)cc1)c1ccc(Cl)nc1	?	5%	.	.
76	COc1ccc(OC)c(NC(=O)COC(=O)CCc2nc3ccccc3c(=O)[nH]2)c1	1%	6%	.	.
77	CC(C)(C)OC(=O)N1CCC2(CC1)Oc1ccc(F)cc1C(=O)C21CC(c2ccccc2)=NO1 (stereo unspecified)	-6%	1%	.	.
78	Cc1cc(S(=O)(=O)NCCc2ccncc2)cc(C)c1F	-15%	-2%	.	.
79	CC[C@]12C(=O)N(C)C[C@H]([C@@H]3C(=O)N(Cc4ccccc4)C(=O)[C@@H]31)N2C(=O)c1ccc(C(F)(F)F)cc1	6%	-2%	.	.
80	c1ccc(-c2ccc3ccccc3n2)cc1	-13%	-3%	.	.

# 11 compounds out of the list, ordered by length of the SMILES, descending.
entry	Structure	HCV inhibitor	Tb PYK inh	Pf growth 48h	Pf growth 96h
79	CC[C@]12C(=O)N(C)C[C@H]([C@@H]3C(=O)N(Cc4ccccc4)C(=O)[C@@H]31)N2C(=O)c1ccc(C(F)(F)F)cc1	6%	-2%	.	.
71	CC(C)Cn1c(N)c(C(=O)COC(=O)c2cc(S(=O)(=O)N3CCOCC3)ccc2Br)c(=O)n(C)c1=O	?	-4%	.	.
77	CC(C)(C)OC(=O)N1CCC2(CC1)Oc1ccc(F)cc1C(=O)C21CC(c2ccccc2)=NO1 (stereo unspecified)	-6%	1%	.	.
76	COc1ccc(OC)c(NC(=O)COC(=O)CCc2nc3ccccc3c(=O)[nH]2)c1	1%	6%	.	.
70	CCCCn1c(N)c(N(C)C(=O)c2cc3c(F)cccc3s2)c(=O)[nH]c1=O	3%	-4%	.	.
75	O=C(Nc1ccc(S(=O)(=O)N2CCCCC2)cc1)c1ccc(Cl)nc1	?	5%	.	.
72	Cc1ccsc1C(=O)N1CCN(c2ncc(C(F)(F)F)cc2Cl)CC1	?	10%	.	.
68	CC1CN(Cc2ccccc2)C(=O)N(c2ccccc2)C1=O (stereo unspecified)	12%	0%	.	.
73	Nc1c2c(=O)[nH]c(O)cc2nn1-c1ccccc1	7%	-3%	.	.
74	O=S(=O)(c1ccccc1)C1Cc2ccccc2C1Cl (stereo unspecified)	0%	3%	.	.
80	c1ccc(-c2ccc3ccccc3n2)cc1	-13%	-3%	.	.
